Compound activity (PubChem)
ERK EGF inh = EGF-driven ERK pathway inhibition; HEK293-V1b, EGF-stimulated phospho-ERK AlphaScreen; actives 0.41% (n = 130,000); Potency, µM (doses to about 11.5 µM), for inactives: top-dose activity change, negative = inhibition, most hits filed as inhibitors; active means well fitted inhibition curve with a large enough effect; inconclusive means small, poorly fitted or top-dose-only effect, or effect the other way;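 further: plate controls were stimulated vehicle wells for no effect and unstimulated vehicle basal for full effect; nearly all actives have a fitted effect of over 55% in size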
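Concentration-response of compounds against EGF-driven ERK phosphorylation in V1b-expressing HEK293 cells; 30 min preincubation, 5 min EGF, AlphaScreen detection; Normalized to DMSO basal and 25 nM EGF.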
* = called active by the depositor; ? = inconclusive; [ ] = dose if it differs, or a comment. Potency means the concentration at half of the fitted maximal effect. Not all compounds are listed. The share of hits here may be higher or lower than overall.

SMILES	ERK EGF inh
COc1ccc([N+](=O)[O-])cc1/C=N/NC(=O)Cc1ccccc1	-14%
O=C(C1CCC(CNc2c(N3CCCCC3)c(=O)c2=O)CC1)N1CCCC1 (centres undefined)	7%[57.5 µM]
C/C(=C/CCC(C)[C@H]1CC[C@@]2(C)C3=C(CC[C@]12C)[C@@]1(C)CCC(=O)C(C)(C)[C@@H]1CC3)C(=O)O (some centres undefined)	-3%
COc1ccc(-c2cc3nc(-c4ccccc4)cc(N4CCCC(O)C4)n3n2)cc1 (centres undefined)	-13%
COc1ccc(Br)c(C(=O)Nc2ccc(F)cc2)c1	-9%[57.5 µM]
CN(CCO)CC(O)CN(c1ccccc1)c1ccccc1 (centres undefined)	-2%[57.5 µM]
CCCn1c(=O)n(C)c(=O)c2c(SCC(=O)NC34CC5CC(CC(C5)C3)C4)nc(CC(C)C)nc21	1%
COc1ccc(C(CCN2CCCC2)c2c(O)cc(OC)cc2OC)cc1 (centres undefined)	?
CCOC(=O)CNC(=S)N(Cc1ccc(C)cc1)Cc1ccc(C)o1	-3%
CCCc1ccc(C(=O)NNc2cc(Cl)ccc2Cl)cc1	8%[57.5 µM]
CCc1ccc(NC(=O)CS(=O)CC(=O)NC(C)CCc2ccco2)cc1 (centres undefined)	6%
CC(C)(c1ccccc1)c1ccc(OCCCN2CCNCC2)cc1	-15%
Cc1cccc(OCc2nnc(SC(C)C(=O)O)n2Cc2ccccc2)c1 (centres undefined)	-1%
FC(F)(F)c1ccc(C2[C@H]3CN(Cc4cccnc4)[C@H](c4ccccc4)C34CC2(c2ccccc2)C4)cc1 (some centres undefined)	9%
O=C(CCNS(=O)(=O)c1ccc(Br)cc1)NC1CCCCC1	23%
O=C(NCCN1CCOCC1)c1c[nH]c2ccc(S(=O)(=O)N3CCOCC3)cc2c1=O	-7%
Cc1noc(C)c1C(=O)N1CCC2(CCN(Cc3ccccc3)CC2)CC1	1%
O=C(CNc1ccccc1)N/N=C/c1ccc([N+](=O)[O-])cc1	-1%
COc1ccc(Br)cc1CN1CCCCCCC1	0%
Cc1ccc2nc(C)cc(N/N=C/c3cccnc3)c2c1	0%
CCCCC[C@H](O)/C=C/[C@@H]1[C@@H](C/C=C\CCCC(=O)O)[C@@H](O)C[C@H]1O	-14%
COc1cc(OC)c(C(=O)OCC(=O)c2cc(C)n(CC3CCCO3)c2C)cc1OC (centres undefined)	-3%
Cc1ccccc1CC(=O)N1CCCC(CCC(=O)N2CCN(c3ccccn3)CC2)C1 (centres undefined)	16%
CC(C)(C)C1CCc2sc(-c3nnc(CCl)o3)cc2C1 (centres undefined)	2%
Cc1ccc(C(=O)N2CCC3(CC2)Oc2ccc(F)cc2C(=O)C32CC(c3ccccc3)=NO2)s1 (centres undefined)	2%[57.5 µM]
CC(C)CCNC(=O)C(CC(C)C)N(Cc1ccc2c(c1)OCO2)C(=O)c1snc(C(N)=O)c1N (centres undefined)	-6%
O=C(CC1SC(=Nc2ccccc2)N(CCc2c[nH]c3ccccc23)C1=O)Nc1ccccc1F (centres undefined)	-6%
C=CCOc1c(Br)cc(/C=N/NC(N)=O)cc1OC	14%
O=c1[nH]c2cc3c(cc2cc1CN(Cc1ccco1)C(=S)NCC1CCCO1)OCCO3 (centres undefined)	-2%
COc1ccc(C2Nc3ccccc3C(=O)N2c2ccccc2)cc1Cn1cc([N+](=O)[O-])cn1 (centres undefined)	-6%
O=C(c1cccc(F)c1)N1CCC2(CC1)CN(c1ncccn1)C2	-3%
C#CCNC(=O)C1=C[C@@H](c2coc3ccccc3c2=O)C[C@@H](OCc2ccc(CO)cc2)O1	-10%[57.5 µM]
CN1CCN(c2cc(N3CCc4ccccc4C3)c(F)cc2[N+](=O)[O-])CC1	-3%
C/C(=C\c1ccccc1)CN1CCN(c2ccccc2)CC1	0%
COc1ccc(-c2cc(C(=O)OCC(=O)c3cccc([N+](=O)[O-])c3)c3cc(C)ccc3n2)cc1	-3%
COc1ccc(OC)c(/C=N/NC(=O)CSc2cc(C)nc3c(OC)cccc23)c1	-1%
COc1ccc(C(=O)c2ccc(N(C)C)cc2)c2ccccc12	-5%
CC(O)CNCCCOc1cccc(C(F)(F)F)c1 (centres undefined)	-1%
Cc1nn(C)cc1/C=N/NC(=O)Cn1nccc1C	8%
Cc1ccc(NC(=S)c2nc3ccccc3[nH]2)c(C)c1	13%
COc1ccc(/C=N/NC(=O)c2cccnc2)cc1CSc1nc2ccccc2s1	5%
CCn1c(CNc2ccc(Cl)cc2)nnc1SCC#N	-4%
Cn1c(=O)c2[nH]c(SCc3ccccn3)nc2n(C)c1=S	3%[57.5 µM]
C/C(=N/NC(N)=S)c1cc2ccc(O)cc2oc1=O	2%[57.5 µM]
O=C1CCCN2N=C(SCC(=O)N3N=C(c4ccc(Br)cc4)CC3c3ccc(F)cc3)SC2=N1 (centres undefined)	-4%
COc1ccc(C(=O)Cc2ccccc2)cc1OC	6%
O=c1cnnc(N/N=C/c2cccs2)[nH]1	5%[57.5 µM]
CCOC(=O)C1(CCCc2ccccc2)CCN(C(=O)Cc2nonc2C)CC1	7%

Part of the list above, bar-delimited:
canonical_smiles | ERK EGF inh
COc1ccc([N+](=O)[O-])cc1/C=N/NC(=O)Cc1ccccc1 | -14%
O=C(C1CCC(CNc2c(N3CCCCC3)c(=O)c2=O)CC1)N1CCCC1 (centres undefined) | 7%[57.5 µM]

Further compounds:
SMILES	ERK EGF inh
O=C(Cc1cccs1)N(c1ccc(Br)cc1)C1C=CS(=O)(=O)C1 (centres undefined)	-4%
O=C(NNC(=O)c1cccc(S(=O)(=O)N2CCc3ccccc32)c1)c1ccccc1	2%
COc1cc(S(C)=O)ccc1-c1nc2ncccc2[nH]1 (centres undefined)	2%
CC1C/C(=N\NC(=O)c2cccnc2)CC(C)(C)C1 (centres undefined)	-1%
O=C(/C(=N/N=C/c1ccc(O)c(O)c1)c1ccccc1)c1ccccc1	5%
COc1ccc(NC(=O)CSc2ncnc3c2nnn3-c2ccc(F)cc2)c(OC)c1	-5%
CC1CC(C)CN(S(=O)(=O)c2ccc(C(=O)NCc3ccco3)cc2)C1 (centres undefined)	1%
NC(=O)c1ccc(NC(=O)COC(=O)C2(c3cccc(F)c3)CCCC2)cc1	5%
COc1ccc(-c2cc(C#N)nc(Cl)n2)cc1	-6%[57.5 µM]
CCOC(=O)c1cnc(-c2ccccc2)nc1-c1ccccc1	?
O=C(NCCc1ccccc1)c1ccccc1NC(=O)C1CC=CCC1C(=O)O (centres undefined)	8%
CCC(=O)Oc1ccc2c(=O)c(-c3ccc4ccccc4n3)c(CC)oc2c1C	4%
NCCC[C@@H](CC(=O)N[C@@H]1CCCC[C@H]1C(=O)N[C@H](CC(=O)N[C@@H](CCC(=O)O)CC(=O)O)Cc1ccccc1)NC(=O)C[C@H](CO)NC(=O)[C@@H]1CCCC[C@H]1N	-11%
COC(=O)c1ccc(COC(=O)c2ccccc2OC)cc1	4%
O=S(=O)(Nc1cccc(-c2nnco2)c1)c1ccc(Cl)cc1	-1%[57.5 µM]
CCOc1ccc2nc(Cl)c(CN(C(C)=O)C3CCCCC3)cc2c1	30%
Nc1nc(SCC(=O)Nc2ccccc2Oc2ccccc2)n[nH]1	9%
COCCCNC(=O)C1CCCN(S(C)(=O)=O)C1 (centres undefined)	7%
CCOC(=O)C1(Cc2ccc(OC)cc2)CCN(C(=O)c2csc(C)n2)CC1	-4%[57.5 µM]
O=C(O)COc1ccccc1/C=C1\SC(=Nc2ccc(F)cc2)N(c2ccc(F)cc2)C1=O	10%
CCc1cc(SC#N)cc(C)c1N	8%
CC(C)NC(=O)N1CC2(CCN(S(=O)(=O)c3ccccc3)CC2)C1	1%
CCN(CC(=O)Nc1ccc(Cl)c(S(=O)(=O)N(C)C)c1)CC(=O)NC(C)C	10%
O=[N+]([O-])c1ccc(N/N=C2/CCCCC2c2ccccn2)c([N+](=O)[O-])c1 (centres undefined)	-1%
C=CCNC(=S)N/N=C/c1cn(C)c2ccccc12	-3%[57.5 µM]
COc1ccc(C(=O)N/N=C/c2cc3ccccc3[nH]c2=O)cc1	-13%
CCCCN(C(=O)CNC(=O)c1cccs1)C(C(=O)NC1CCCCC1)c1cccnc1 (centres undefined)	11%
Cc1ccc(CNC(=O)C(CCC(N)=O)NC(=O)OCc2ccccc2)cc1 (centres undefined)	8%
COc1ccccc1N1CCN(c2cc(=O)n(Cc3ccc(F)cc3)c(=O)[nH]2)CC1	18%
Cc1cccnc1NC(=O)Cn1nc(-c2ccccc2)oc1=S	8%
C/C(CC(=O)NCc1ccco1)=N\NC(=O)COc1ccc(C)cc1	-7%
CCOC(=O)C1C(CC)NC(=S)NC1(C)O (centres undefined)	2%
Cc1[nH]n(-c2ccccc2)c(=O)c1/C=N/N1C(=O)c2cccc3cccc(c23)C1=O	5%
CCOc1ccc(C(CC(=O)O)NC(=O)COc2ccccc2OC)cc1OC (centres undefined)	-3%
CCCCN(C)S(=O)(=O)c1ccc(C(=O)N=c2sc3cc(NC(C)=O)ccc3n2C)cc1	-7%
Cc1cc(-c2nn(-c3ccccc3)cc2/C=C2\SC(N)=NC2=O)ccc1OC(C)C	-3%
NC(CC(=O)NC(c1ccccc1)(c1ccccc1)c1ccccc1)C(=O)O (centres undefined)	0%[57.5 µM]
COc1ccccc1NS(=O)(=O)c1cccc(C(=O)N/N=C/c2ccc(N3CCOCC3)cc2)c1	5%
CC(C)CN(C(=O)c1ccco1)c1nc2ccccc2s1	-4%
Cc1c(NC(=S)NC(=O)C2CCCCC2)c(=O)n(-c2ccccc2)n1C	-4%
COc1ccc(C(=O)C2C3C4COC(O4)C(=O)C3C3C=Cc4ccccc4N32)c(OC)c1 (centres undefined)	0%
Cc1ccc(C(O)C2=CCCC2=O)cc1 (centres undefined)	1%
COc1ccc(CN(C)C(=S)Nc2ccc(Cl)cc2)cc1	1%
O=C(COc1ccc([N+](=O)[O-])cc1)Nc1nnc(-c2cccnc2)s1	-4%[57.5 µM]
O=C(CSc1ncccn1)N1CCN(C(=O)CSc2ncccn2)CC1	-23%
COc1ccccc1C(=O)N/C(=C\c1ccc(Br)cc1)C(=O)NCC(=O)O	-4%
Cc1cc(-c2nnc(CCC(=O)NC(C)c3ccccc3Cl)o2)no1 (centres undefined)	6%
Cc1nn(C)cc1C(=O)/C=C/c1ccc([N+](=O)[O-])cc1	3%

Quoted from above (15 entries):
SMILES	ERK EGF inh
Cn1c(=O)c2[nH]c(SCc3ccccn3)nc2n(C)c1=S	3%[57.5 µM]
C/C(=N/NC(N)=S)c1cc2ccc(O)cc2oc1=O	2%[57.5 µM]
O=C1CCCN2N=C(SCC(=O)N3N=C(c4ccc(Br)cc4)CC3c3ccc(F)cc3)SC2=N1 (centres undefined)	-4%
COc1ccc(C(=O)Cc2ccccc2)cc1OC	6%
O=c1cnnc(N/N=C/c2cccs2)[nH]1	5%[57.5 µM]
CCOC(=O)C1(CCCc2ccccc2)CCN(C(=O)Cc2nonc2C)CC1	7%
O=C(Cc1cccs1)N(c1ccc(Br)cc1)C1C=CS(=O)(=O)C1 (centres undefined)	-4%
O=C(NNC(=O)c1cccc(S(=O)(=O)N2CCc3ccccc32)c1)c1ccccc1	2%
COc1cc(S(C)=O)ccc1-c1nc2ncccc2[nH]1 (centres undefined)	2%
CC1C/C(=N\NC(=O)c2cccnc2)CC(C)(C)C1 (centres undefined)	-1%
O=C(/C(=N/N=C/c1ccc(O)c(O)c1)c1ccccc1)c1ccccc1	5%
COc1ccc(NC(=O)CSc2ncnc3c2nnn3-c2ccc(F)cc2)c(OC)c1	-5%
CC1CC(C)CN(S(=O)(=O)c2ccc(C(=O)NCc3ccco3)cc2)C1 (centres undefined)	1%
NC(=O)c1ccc(NC(=O)COC(=O)C2(c3cccc(F)c3)CCCC2)cc1	5%
COc1ccc(-c2cc(C#N)nc(Cl)n2)cc1	-6%[57.5 µM]

Further entries follow.
SMILES	ERK EGF inh
CCCC12CN3CC(C)(CN(C1)C3c1ccco1)C2=O (centres undefined)	3%
CCOC(=O)c1sc(NC(=O)Cc2ccc(F)cc2)nc1C	20%
O=C(N/N=C/c1cccs1)C(O)c1ccccc1 (centres undefined)	9%[57.5 µM]
Cc1ccc(N2CN(CCc3ccccc3)CNC2=S)cc1	?
CC(C)(C)c1ccc(NC(=O)COC(=O)CCN2C(=O)c3cccc([N+](=O)[O-])c3C2=O)cc1	5%
[O-]/[N+](=C\c1cccc(Br)c1)c1ccccc1	27%
CC(C)C[C@@H](CC(=O)N[C@@H](CCC(=O)O)CC(=O)O)NC(=O)[C@@H]1CCCC[C@H]1NC(=O)C[C@H](CCCN)NC(=O)C[C@H](CO)NC(=O)[C@@H]1CNCC[C@H]1N	-6%
NC[C@@H]1O[C@H](O[C@H]2[C@@H](O)[C@H](O[C@@H]3[C@@H](O)[C@H](N)C[C@H](N)[C@H]3O[C@H]3O[C@H](CO)[C@@H](O)[C@H](O)[C@H]3N)O[C@@H]2CO)[C@H](N)[C@@H](O)[C@@H]1O	-3%[57.5 µM]
CCCCNC(=O)C(c1ccc(OCC(=O)OC)c(C(=O)OC)c1)N(CCc1ccccc1)C(=O)CCCCCN1C(=O)NC(c2ccc(-c3ccccc3)cc2)C(C(=O)OCc2ccccc2)=C1C (centres undefined)	-12%[57.5 µM]
CCOC(=O)c1cnc2ccc(Cl)cc2c1NCCN(C)C	-8%
CCOCCCNC(=O)C1CCN(S(=O)(=O)N2CCCC2)CC1	4%
CN(/N=C/c1ccc(O)cc1O)c1ncc(C(F)(F)F)cc1Cl	-3%[57.5 µM]
Cc1cc(-c2ccccc2)n(-c2ccc(C(N)=O)cc2)n1	1%
O=c1c2ccccc2cnn1Cc1n[nH]c(=S)n1-c1ccc(F)c(Cl)c1	6%
